# Pemphigus Ab inh = blocks pemphigus antibody binding to human desmoglein-3; DSG3-coupled beads, scFv-anti-DSG3-GFP binding, flow cytometry; hits give low values; hit rate 0.48% among 310,000; AID 588358; binding (percent of control), % at 10 µM;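 active = binding more than 3 SD below its plate's average and above zero; inconclusive = below that plate limit but binding exactly zero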;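 also: hits lower antibody fragment binding to DSG3; some compounds called inactive have numbers as strong as hits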
# Keap1-Nrf2 PPI = inhibitors of human Keap1-Nrf2 protein-protein interaction | inhibition, % at 9.4 µM | hit rate 0.15% among 340,000 | Keap1 Kelch-Nrf2 peptide fluorescence polarization, 1536-well; in the data active = inhibition above about 12%; inconclusive = no clear call, values can overlap the other calls; inactive = below about 7.3%;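 also: human Keap1 Kelch domain with fluorescein labeled Nrf2 9mer peptide probe; 0% = neutral control wells and 100% = peptide positive control; higher means more block of Keap1 binding to Nrf2 peptide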
# Arr AP2 block = inhibitors of human beta-arrestin and AP2 interaction | AID 504490 | FITC-arrestin peptide / GST-AP2 beads, flow cytometry; AP2 beta2 appendage carries R879A mutation | hit rate 0.31% among 340,000 | inhibition, % at 10 µM;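 active = inhibition above a set limit, near 3 SD of compounds lacking own fluorescence, cut at about 54% in these data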;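 also: plate controls were DMSO wells for no effect and 5 µM unlabelled arrestin peptide for full effect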
#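 System: GST-AP2 R879A glutathione beads | Also added: FITC-arrestin peptide, 50 nM | Times: 12 min plus 1 h, RT | Signal: Bead flow cytometry, FITC channel | Buffer or medium: PBS with 0.05% Tween 20 and 0.1% BSA | Read-out basis: Percent drop in bead-associated FITC signal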
# V-ATPase pHluor = regulators of yeast V-ATPase proton transport; S. cerevisiae, pHLuorin cytosolic pH fluorescence; response, % at 10 µM; hit rate 0.37% among 350,000; in the data active = response mostly above about 7.3%, no sharp cut-off; inactive = mostly below about 5.4%; also: actives read high; inactives centre near 0; some compounds called inactive have numbers as strong as hits; reference of the scale not given here
# RTF Ca sens act = increases calcium sensitivity of human cardiac regulated thin filaments | IANBD-labeled TnC RTF fluorescence at EC20 calcium; 0% EC20 calcium, 100% full calcium | activation, % at 7.2 µM | hit rate 0.24% among 340,000;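 active = activation above the mean over all tested compounds plus 3 SD, cut at about 30% in these data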;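 also: rise in fluorescence read as greater calcium sensitivity of cardiac thin filaments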
# Wnt bcat act = activators of Wnt/beta-catenin signaling; Wnt/beta-catenin reporter cell assay, activator, plate reader; activation, % at 9.35 µM; hit rate 1.2% among 300,000; in the data active = activation above about 30%, passing the limit was not always enough; inconclusive = no clear call, values can overlap the other calls;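 also: 0% = neutral control wells and 100% = positive control wells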
# Cardiac RTF inh = cardiac RTF calcium desensitization | IANBD-labeled cardiac RTF, Ca2+ fluorescence | P19429+P45379 | inhibition, % at 7.15 µM | AID 493244 | hit rate 0.12% among 340,000;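 active = inhibition above the mean inhibition of all tested compounds plus 3 SD, cut at about 17% in these data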;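 also: assay run at fixed EC70 calcium of 1.6 mM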
# OPRM1-OPRD1 inv = inverse agonists of human mu-delta opioid receptor heterodimerization; P35372+P41143; cell-based MOR-DOR heterodimer luminescence, inverse agonism; inhibition, % at 9.3 µM; hit rate 0.21% among 340,000; AID 504357; in the data active = inhibition above about 22%, passing the limit was not always enough;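 also: 0% = cells with DMSO and 100% = wells without cells with DMSO; values of inactives mirror those of a sister screen read the other way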
# Target sequence (P35372 whole entry, looked up): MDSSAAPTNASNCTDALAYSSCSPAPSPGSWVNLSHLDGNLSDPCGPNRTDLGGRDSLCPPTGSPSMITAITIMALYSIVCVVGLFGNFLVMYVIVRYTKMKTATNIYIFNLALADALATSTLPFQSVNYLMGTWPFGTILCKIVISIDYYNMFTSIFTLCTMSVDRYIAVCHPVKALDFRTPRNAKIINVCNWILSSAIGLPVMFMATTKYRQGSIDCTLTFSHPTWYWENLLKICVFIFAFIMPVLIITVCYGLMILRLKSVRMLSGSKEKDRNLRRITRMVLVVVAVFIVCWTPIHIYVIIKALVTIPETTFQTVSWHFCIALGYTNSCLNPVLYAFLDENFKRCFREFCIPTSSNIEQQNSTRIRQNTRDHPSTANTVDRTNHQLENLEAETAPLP
# Target sequence (P41143 whole entry, looked up): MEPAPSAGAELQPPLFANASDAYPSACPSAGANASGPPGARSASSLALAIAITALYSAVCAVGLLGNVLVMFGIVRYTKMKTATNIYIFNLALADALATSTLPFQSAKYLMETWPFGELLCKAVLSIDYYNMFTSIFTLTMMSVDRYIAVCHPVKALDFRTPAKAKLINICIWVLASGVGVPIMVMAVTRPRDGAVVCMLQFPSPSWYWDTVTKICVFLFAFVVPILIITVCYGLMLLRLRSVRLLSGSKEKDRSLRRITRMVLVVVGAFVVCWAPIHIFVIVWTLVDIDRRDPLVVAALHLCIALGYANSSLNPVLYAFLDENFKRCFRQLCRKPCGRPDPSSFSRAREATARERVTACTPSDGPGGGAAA
# MOR-DOR ag = OPRM1-OPRD1 heterodimerization agonism; activation, % at 9.3 µM; P35372+P41143; cells, luminescence; hit rate 0.3% among 340,000; AID 504326; in the data active = activation above about 18%;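 also: 0% = vehicle-treated cells and 100% = reference agonist; values of inactives mirror those of a sister screen read the other way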
# LANA DNA inh = inhibitors of KSHV LANA C-terminal domain DNA binding; inhibition, % at 9 µM; MBP-C-LANA/FAM-LBS DNA binding, fluorescence polarization; hit rate 0.078% among 340,000;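 active = highest replicate inhibition at or above 60% at 9 µM, even if other replicates fall short; inactive = all replicates below 60% inhibition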;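 also: 0% = neutral control wells and 100% = 4 µM acridine orange control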
# * = called active by the depositor; ? = inconclusive; nt = not tested or not shown.
SMILES,Pemphigus Ab inh,Keap1-Nrf2 PPI,Arr AP2 block,V-ATPase pHluor,RTF Ca sens act,Wnt bcat act,Cardiac RTF inh,OPRM1-OPRD1 inv,MOR-DOR ag,LANA DNA inh
Cc1ccccc1C(=O)N1CCc2ccccc2C1,102,3,5,3,6,4,-2,11,-1.9,0.4
CC(C)OCCCNC(=O)C1CC(=O)N(C2CCCCCCC2)C1 (stereo not drawn),106,1,1,0,-1,nt,1,15,-2.6,1.7
COc1cc([N+](=O)[O-])ccc1NC(=S)Nn1cnnc1,96,-4,18,-3,-1,-3,-5,29,-4.2,-1.0
COc1ccc(N2CCN(C(=O)C(=O)c3c(C)[nH]c4ccccc34)CC2)cc1,108,1,-1,0,6,-1,-8,11,-2.2,0.1
O=C(COC(=O)COc1cccc2ccccc12)NCC(F)(F)F,83,-1,12,3,9,0,-2,-5,0.9,-2.5
S=C(Nc1cc(Cl)ccc1Cl)Nn1cnnc1,97,5,11,-7,nt,0,nt,nt,nt,0.6
COc1ccc(/C=N/NC(=O)c2cccc([N+](=O)[O-])c2)cc1OS(=O)(=O)c1ccccc1,100,-2,-9,3,7,-3,-16,-1,0.2,-0.7
Cc1nc(S(=O)(=O)c2ccc(Br)cc2)nc2c1CCC2,99,-3,8,1,-1,-1,-2,-3,0.5,1.8
Nc1nc(SCC(=O)NCC2CCCO2)[nH]c(=O)c1NC(=O)c1ccc(F)c(F)c1 (stereo not drawn),103,-10,-2,1,-3,1,-2,14,-2.6,-2.0
Nc1nc(NCCOCCO)nc(Nc2cccc(F)c2)c1[N+](=O)[O-],95,4,-2,2,-2,6,2,6,-1.1,0.6

# Grouped by structure, the entries above containing an NH in an aromatic ring
SMILES,Pemphigus Ab inh,Keap1-Nrf2 PPI,Arr AP2 block,V-ATPase pHluor,RTF Ca sens act,Wnt bcat act,Cardiac RTF inh,OPRM1-OPRD1 inv,MOR-DOR ag,LANA DNA inh
COc1ccc(N2CCN(C(=O)C(=O)c3c(C)[nH]c4ccccc34)CC2)cc1,108,1,-1,0,6,-1,-8,11,-2.2,0.1
Nc1nc(SCC(=O)NCC2CCCO2)[nH]c(=O)c1NC(=O)c1ccc(F)c(F)c1 (stereo not drawn),103,-10,-2,1,-3,1,-2,14,-2.6,-2.0

# (further entries)
SMILES,Pemphigus Ab inh,Keap1-Nrf2 PPI,Arr AP2 block,V-ATPase pHluor,RTF Ca sens act,Wnt bcat act,Cardiac RTF inh,OPRM1-OPRD1 inv,MOR-DOR ag,LANA DNA inh
C#CCNC(=O)C1CCN(c2ccc(S(=O)(=O)N3CCOCC3)cc2Cl)CC1,125,-1,42,-1,0,-1,-1,11,-2.3,-1.1
CC(NC(=O)CCN1C(=O)c2ccccc2S1(=O)=O)c1ccccc1 (stereo not drawn),110,0,9,4,1,-1,-25,-3,0.5,0.2
COc1cccc(CNC(=O)c2cccc(NC(=O)CC3SC(N4CCCCC4)=NC3=O)c2)c1 (stereo not drawn),nt,-5,35,-1,1,-2,-10,1,-0.3,-1.2
CN(C)CCNC(=O)CCCNC(=O)Cn1cnc2sc3c(c2c1=O)CCCC3,nt,-1,18,-1,-2,nt,-1,8,-1.4,0.9
Cc1c(Cl)cccc1NC(=O)CSc1ncnc2c1cnn2CCc1ccccc1,101,1,5,0,8,nt,-8,9,-1.7,1.1
CN1CCN(c2nnc(-c3ccc(F)cc3)c3ccccc23)CC1,nt,0,12,1,-11,-2,-1,5,-0.8,0.2
c1ccc(CNc2cnccn2)cc1,100,-2,-5,-1,0,nt,0,10,-1.9,-1.1
O=C(c1ccc(=O)[nH]n1)N1CCN(S(=O)(=O)c2ccccc2F)CC1,nt,1,5,-5,-1,3,1,17,-4.3,0.0
COc1cccc(NC(=O)COC(=O)C2CCN(S(=O)(=O)c3cccs3)CC2)c1,102,3,-12,1,0,6,-9,12,-2.6,-0.8
COc1ccc(C2NC(c3ccc(OC)cc3OC)C(C)C(=O)C2C)c(OC)c1 (stereo not drawn),106,-1,-10,-1,-1,-1,4,1,-0.2,-2.5
CCOc1ccccc1NC(=O)CN1C(=O)CSC(C)C1=O (stereo not drawn),nt,1,-2,-3,2,-1,8,10,-2.2,0.9
COc1ccccc1OCC(=O)N1CCN(C(=O)c2ccco2)CC1,103,2,0,3,-6,-1,-1,10,-1.9,0.2
CCOC(=O)C1CCN(S(=O)(=O)c2ccc3c4c(cccc24)C(=O)N3)CC1,nt,-2,-1,2,6,nt,-13,-9,1.6,-4.1
Cc1cc(C)nc(N2CCN(C(=O)CCC(=O)Nc3nnc(C(C)C)s3)CC2)n1,94,-5,-9,-2,2,24,-10,12,-2.3,-2.0
Cc1ccc(C)c(C2=NNC(=O)CC2)c1,120,0,36,1,20,-2,-10,6,-1.1,-0.3
O=C(Nc1ccccc1)/C(=C\c1ccc2c(c1)OCO2)NC(=O)c1ccco1,127,-4,-3,0,10,1,-2,14,-3.1,0.9
CCOC(=O)N1CCN(C(=O)CSc2nnc(COc3ccccc3)o2)CC1,110,-3,-2,-2,2,-5,2,16,-3.3,-4.5
COc1ccc(-n2nc3c(c2NC(=O)Cc2cccc(C)c2)CS(=O)C3)cc1 (stereo not drawn),99,0,3,3,0,-2,-8,6,-1.1,2.1
COc1ccc(/C=C/C(=O)Nc2nc(N)n(-c3ccccc3)n2)cc1,106,-3,-4,-1,5,nt,-4,9,-1.5,-0.3
CCOC(=O)c1c(CNCCN(CC)CC)n(C)c2cc(Br)c(OC)cc12,108,-1,4,6,-4,nt,-1,2,-0.4,-7.0
CCC(C)NC(=S)N(CCc1ccccc1)Cc1cc2cc(OC)c(OC)cc2[nH]c1=O (stereo not drawn),97,-2,-2,-2,-1,-5,-7,-3,0.6,0.0
O=C(Nc1nnc(CCN2CCCCC2)s1)C1CCCCC1,105,-1,7,nt,-2,nt,-7,0,0.0,-0.2
CCOC(=O)c1sc(N(C)C)nc1-c1ccccc1,nt,-3,4,0,6,nt,-18,-3,0.4,0.0
COc1ccccc1NC(=O)NCCN1CCNC1=O,nt,2,5,-3,0,0,-5,6,-1.1,-0.6
Cc1ccccc1C(=O)NC1CC2CCCC(C1)N2Cc1ccccc1 (stereo not drawn),114,-2,12,2,0,0,-1,1,-0.1,1.8
CCOC(=O)c1c(NC(=O)COC(=O)c2cc(OC)c(OC)cc2[N+](=O)[O-])sc(C)c1CC,111,-4,3,-6,-1,-3,2,6,-1.2,2.3
CC1O[C@@H](OC2C(O)C(O)C(CO)O[C@H]2OC2C[C@]3(C)C(CC(O)C4[C@@H]([C@]5(C)CC[C@@H](C(C)(C)O)O5)CC[C@]43C)[C@@]3(C)CCC(O)C(C)(C)C23)C(O)C(O)C1O (stereo partly drawn),99,-9,-8,5,10,1,2,6,-1.0,3.8
COc1cc2c(cc1OC)C(c1ccc(Br)cc1)N(C(=O)c1ccccc1C(=O)O)CC2 (stereo not drawn),109,-8,9,0,1,-1,-5,-2,0.4,1.6
Cc1ccccc1NC(=O)CSc1ccc(-c2cccnc2)nn1,101,2,-1,-3,0,-1,-2,5,-1.0,-0.7
O=C(N[C@H]1C/C=C\C[C@@H](CC(=O)N(CCO)Cc2ccccc2)C(=O)N2CCC[C@H]2COC1=O)OCC1c2ccccc2-c2ccccc21,93,-3,17,-3,-6,-1,4,11,-2.3,-2.5
COc1ccc(CCN(C)C(=O)COc2cccc(-n3cnnn3)c2)cc1OC,123,-1,4,1,3,-1,3,13,-2.8,-0.5
COc1ccc(CN2CCC(CNS(=O)(=O)c3cccc(C(F)(F)F)c3)CC2)cc1,123,-2,-4,-3,4,-5,-4,-2,0.3,0.2
O=C(C1CCN(S(=O)(=O)c2ccc(Cl)cc2)CC1)N1CCCCCCC1,103,2,25,2,-1,-3,-9,-8,1.6,0.3
CCC(C)(C)NC(=O)CN(Cc1ccccc1)C(=O)CCC(=O)Nc1nccs1,110,-7,-3,-3,-2,-1,-9,5,-1.0,0.5
O=C1Nc2ccc(C(=O)O)c(O)c2C1=O,96,-2,-1,-4,-2,-1,0,17,-3.3,5.6
N=C(N)SCCN,100,-4,1,0,0,26,0,18,-3.2,-0.4
CC(C)c1ccc(N2C(=O)/C(=C/N(C)C)SC2=S)cc1,105,0,9,0,26,-2,-49,5,-0.9,-2.1
O=C(Nc1ccc(Cl)cc1)N[C@@H]1c2c(ccc3ccccc23)OC[C@@H]1CO,101,-8,-7,-3,3,-2,-3,-46,8.6,0.3
COc1ccc(/C=C/C(=O)Nc2cc(=O)n(C)c(=O)n2C)cc1,106,-3,13,2,1,nt,0,4,-0.8,0.5
CCC(C)C(NC(=O)c1ccccc1NC(=O)c1ccc(OC)cc1)C(=O)NCc1ccco1 (stereo not drawn),100,1,-3,-1,0,nt,-7,2,-0.4,0.5
CCNC(=S)Nc1ccc(Cc2ccncc2)cc1,97,-5,48,5,1,2,9,2,-0.4,-0.9
O=C(c1ccco1)N1CCn2cccc2C1c1ccccc1 (stereo not drawn),121,-9,11,4,6,-2,5,2,-0.4,-0.2
O=C1NC(=O)/C(=C/c2ccc(O)cc2)S1,101,-12,0,-1,3,?,-8,-12,1.7,0.8
CC(NC(=O)c1cccc(OC2CCN(C(=O)C3CC3)CC2)c1)c1ccc(F)cc1 (stereo not drawn),109,-5,8,1,-2,0,-1,-4,0.9,1.0
NS(=O)(=O)c1ccc(NC(=O)CSc2nnc(Cc3cccs3)n2-c2ccccc2)cc1,102,-3,-2,-1,3,nt,2,4,-0.7,1.8
O=C(c1cnn(C(=O)COc2ccc(Cl)cc2)c1)c1ccccc1O,108,0,nt,2,-6,1,-11,6,-1.2,-1.4
CCN(C(=O)c1cccc(S(=O)(=O)N2CCCCC2)c1)C1CCS(=O)(=O)C1 (stereo not drawn),100,3,-18,0,2,-4,-2,24,-5.0,-0.7
O=C(COC(=O)c1cc([N+](=O)[O-])ccc1N1CCOCC1)NCCc1ccccc1,108,5,-9,-1,-2,-1,-4,24,-4.6,0.1
CCCc1[nH]n(-c2ccc([N+](=O)[O-])cc2)c(=O)c1C=NCCc1c[nH]c2ccccc12,107,1,20,1,3,nt,-7,-7,1.4,1.9
CC[C@@]1(C(=O)OC)N[C@H](CN(C)C(=O)c2ccc(F)cc2)[C@@H]2C(=O)N(C)C(=O)[C@@H]21,81,1,3,0,2,-1,-4,11,-2.2,-1.0

# Going on with the list:
SMILES,Pemphigus Ab inh,Keap1-Nrf2 PPI,Arr AP2 block,V-ATPase pHluor,RTF Ca sens act,Wnt bcat act,Cardiac RTF inh,OPRM1-OPRD1 inv,MOR-DOR ag,LANA DNA inh
Cc1ccc(/C=C2\C(=O)Nc3ccccc32)o1,82,-5,3,1,-6,-8,4,13,-2.7,-2.0
O=[N+]([O-])c1ccc2nonc2c1Nc1cccc(F)c1,97,4,10,0,0,1,-7,-18,4.0,0.6
CC(C)(C)OC(=O)N1O[C@H]2C[C@@H]1[C@@H]1[C@@H]2N=NN1C12CC3CC(CC(C3)C1)C2,109,-5,-10,-1,-1,-2,0,-2,0.5,-0.6
CCOC(=O)c1ccc(N2C(=O)CC(N(C)Cc3ccccc3)C2=O)cc1 (stereo not drawn),109,2,1,3,-2,nt,-1,-2,0.4,2.3

# Screening results deposited in PubChem by several laboratories.
